Assay outcomes from PubChem BioAssay.
RGS4 inhibitor = inhibitors of human regulator of G protein signaling 4. 0.039% of 390,000 active. Transcreener GDP fluorescence polarization, RGS4-accelerated GTP hydrolysis. P49798. Potency, µM (doses to about 114 µM), inactives show at the top dose activity change, negative = inhibition, actives largely listed as inhibitors; note: % is set by controls: 0 for no effect and ±100 for the full control effect; nearly all actives have a fitted effect of over 75% in size; some results filed as inactive show a strong effect at the top dose
Target sequence (P49798 whole entry, looked up): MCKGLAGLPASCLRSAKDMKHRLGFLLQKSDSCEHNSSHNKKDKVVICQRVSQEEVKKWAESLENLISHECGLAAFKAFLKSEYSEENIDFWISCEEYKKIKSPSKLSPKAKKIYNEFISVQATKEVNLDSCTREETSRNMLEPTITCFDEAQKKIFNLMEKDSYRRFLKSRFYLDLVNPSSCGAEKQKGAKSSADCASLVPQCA
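MLSMR compounds (23 nl, pin-transferred) preincubated 10 min at room temperature with a 500nM (2x) first reagent, then RGS4 at 900nM (2x) plus Transcreener GDP mix added; fluorescence polarization (620/688 nm) read before and after 90 min at 30 °C.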
mIDH1 inhibitor = inhibitors of human mutant IDH1 R132H; O75874; IDH1-R132H enzyme, NADPH consumption, diaphorase/resazurin fluorescence; Potency, µM (titrated, usually from 76.6 µM), for inactives: at the top dose activity change, negative = inhibition, most hits filed as inhibitors; 0.093% of 390,000 active; note: % is set by controls: 0 for no effect and ±100 for the full control effect; nearly all actives have a fitted effect of over 65% in size
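IDH1-R132H (0.5 ug/mL dispensed) in pH 7.5 Tris buffer was preincubated 30 min with compound, then given a substrate mix of 0.016 mM NADPH and 2 mM alpha-KG for 80 min at room temperature; remaining NADPH was read by diaphorase/resazurin fluorescence.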
Vif-A3G inh = inhibitors of Vif-APOBEC3G interaction. Q9HC16. AID 602310. HeLa A3G-eYFP + Vif (tagged APOBEC3G with the HIV-1 protein that degrades it), YFP fluorescence, overnight. 0.076% of 410,000 active. Potency, µM (series often up to 46.1 µM), without a hit: top-dose activity, negative = active, most hits filed as inhibitors;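 note: % is set by controls: 0 for no effect and ±100 for the full control effect; nearly all actives have a fitted effect of over 60% in size; hits raise eYFP signal because A3G escapes Vif-driven loss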
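HeLa cells stably expressing Vif and C-terminally eYFP-tagged A3G, seeded overnight at 37 deg C, then exposed to compound by pintool overnight at 37 deg C. Rise in yellow fluorescence (Ex 488/Em 500-530, Acumen) marks blocked Vif-driven A3G degradation.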
12-LOX inh = ALOX12 (human) lipoxygenase inhibition. P18054. purified 12hLO, xylenol orange hydroperoxide absorbance. Potency, µM (series often up to 108 µM), inactives show at the top dose activity change, negative = inhibition, most hits filed as inhibitors. 1.1% of 580,000 active. AID 1671190; note: % is set by controls: 0 for no effect and ±100 for the full control effect
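Hydroperoxide product was detected by ferrous iron/xylenol orange as the 573 to 405 nm absorbance ratio. Arachidonic acid at 40 uM (final) was turned over for 30 min at room temperature by 150 nM human 12hLO, pH 7.0 Hepes buffer, after 15 min compound preincubation.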
USP1 inh = USP1/UAF1 (human) deubiquitinase inhibition | Potency, µM (series often up to 57.1 µM), without a hit: at the highest dose activity change, negative = inhibition, hits mostly inhibitors | 0.23% of 390,000 active | recombinant USP1/UAF1, Ub-Rhodamine cleavage fluorescence; note: % is set by controls: 0 for no effect and ±100 for the full control effect; nearly all actives have a fitted effect of over 60% in size; inactives centre near -12
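USP1/UAF1 complex at 1 nM was preincubated with compound for 15 min at room temperature, then Ub-Rho substrate (150nM final) was added. Fluorescence (480/540 nm) was read kinetically, 6 reads every 60 seconds.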
Vif-A3F inh = inhibitors of Vif-A3F interaction | Potency, µM (top dose mostly 46.1 µM), for inactives: at the highest dose activity, negative = active | 0.2% of 390,000 active | HeLa A3F-eYFP + Vif (tagged APOBEC3F with the HIV-1 protein that degrades it), YFP fluorescence increase | AID 602313; note: % of control where 0% means no effect; nearly all actives have a fitted effect of over 65% in size
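HeLa cells stably expressing Vif plus C-terminally eYFP-tagged A3F were seeded, incubated overnight at 37 deg C, dosed with compound, incubated overnight again at 37 deg C. Yellow fluorescence (Ex 488/Em 500-530) reported blocked Vif-mediated A3F-eYFP degradation.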
TrxR1 substrate = is turned over as a substrate by rat TrxR1; purified TrxR1 substrate turnover, NADPH consumption readout; O89049; Potency, µM (highest dose often 114 µM), without a hit: at the top dose activity change, negative = substrate turnover; 0.01% of 390,000 active; note: % is set by controls: 0 for no effect and ±100 for the full control effect; nearly all actives have a fitted effect of over 50% in size
Target sequence (O89049 whole entry, looked up): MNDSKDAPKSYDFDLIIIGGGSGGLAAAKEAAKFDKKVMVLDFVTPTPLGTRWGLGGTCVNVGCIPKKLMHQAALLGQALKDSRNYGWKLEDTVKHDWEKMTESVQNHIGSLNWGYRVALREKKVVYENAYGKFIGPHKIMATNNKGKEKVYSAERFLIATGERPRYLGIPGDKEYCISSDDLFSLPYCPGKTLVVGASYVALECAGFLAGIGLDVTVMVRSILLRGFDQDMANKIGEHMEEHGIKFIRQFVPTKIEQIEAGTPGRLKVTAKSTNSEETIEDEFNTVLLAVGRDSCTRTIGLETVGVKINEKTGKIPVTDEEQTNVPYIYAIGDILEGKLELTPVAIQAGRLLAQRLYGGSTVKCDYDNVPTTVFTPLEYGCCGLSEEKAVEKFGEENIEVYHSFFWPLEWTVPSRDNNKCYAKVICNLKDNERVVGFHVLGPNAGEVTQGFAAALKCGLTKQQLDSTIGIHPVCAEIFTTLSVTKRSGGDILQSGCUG
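Rat TrxR1, dispensed at 90 nM, was prereduced with 400 uM NADPH (final) for 5 min at ~22 deg C, then incubated with compound 15 min before 400 uM selenite. A first-read NADPH fluorescence drop versus no-compound background flagged substrates.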
rTrxR1 inhibitor = inhibitors of rat thioredoxin reductase 1. recombinant rTrxR1, NADPH fluorescence consumption, selenite substrate. Potency, µM (titrated, usually from 114 µM), for the others: at the highest dose activity change, negative = inhibition, hits mostly inhibitors. O89049. AID 588453. 1% of 390,000 active; note: % is set by controls: 0 for no effect and ±100 for the full control effect; nearly all actives have a fitted effect of over 65% in size
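Rat TrxR1 (90 nM in the dispensed reagent) was pre-reduced with 400 uM NADPH for 5 min at room temperature, then incubated with compound for 15 min. After 400 uM selenite was added, NADPH fluorescence (Ex 340/Em 450 nm) was followed for 8 min.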
RXFP1 agonist = RXFP1 (human) receptor agonism. HEK293T-RXFP1 cAMP TR-FRET, 30 min; response scale: percent of porcine relaxin response, buffer zero. Potency, µM (highest dose often 57.5 µM), inactives show at the top dose activation, actives largely listed as activators. AID 2676. 0.3% of 370,000 active. Q9HBX9; note: % is set by controls: 0 for no effect and ±100 for the full control effect; nearly all actives have a fitted effect of over 60% in size; many of its hits are not listed in these tables
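HEK293 cells stably expressing RXFP1, treated 30 min at 37C with compounds plus PDE4 inhibitor Ro 20174; cAMP measured by HTRF TR-FRET. Normalized to buffer and 29 nM porcine relaxin; EC50 by Hill fit.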
Active calls of the source: *; i = inactive; ? = inconclusive; / = no result given; & = joins results of further samples; [ ] = another dose, or the depositor's remark. Calls come from the whole dose curve; as a rule, active = well fitted curve in the direction sought with a large enough effect; inconclusive = small, poorly fitted or top-dose-only effect, or another doubt; inactive = no such curve, though single readings can be large; an effect the other way counts as inactive or inconclusive. Potency is the fitted concentration of half-maximal effect.

SMILES	RGS4 inhibitor	mIDH1 inhibitor	Vif-A3G inh	12-LOX inh	USP1 inh	Vif-A3F inh	TrxR1 substrate	rTrxR1 inhibitor	RXFP1 agonist
CCN(CC)CCn1c(NS(=O)(=O)c2ccc(C)cc2)nc2ccccc21	2%	10%	-5%	0%	4%	-18%	-8%	-36%	2.7%
c1ccc(C2=NN(c3ccccc3)C(c3ccco3)C2)cc1 (configuration not stated)	7%	1%	0%	-28%	-9%	-5%	316%[activator]	90%	?
CCOCCc1nnc(NC(=O)C(=O)c2cc(C)n(-c3cccc(C)c3)c2C)s1	12%	0%	-3%	0%	6%	4%	15%	33%	-2.6%
COc1ccc(C2=NOC(C(=O)NC(C)C)C2)cc1 (configuration not stated)	19%	-5%	1%	10%&7%	-4%	0%	6%	14%	1.4%
O=C(/C=C/Nc1ccc(Oc2ccccc2)cc1)c1ccco1	-12%	12%	-6%	11%	?	12%	-3%[57.1 µM]	7%[57.1 µM]	-2.0%
Cc1nc2nc(SCC(=O)NCCCN3CCCCCC3)nn2c(C)c1Cc1ccccc1Cl	-12%	-5%	1%	0%	-32%	1%	-3%	-4%	2.7%
C=CCc1cccc2cc(C(=O)Nc3ccc(CC(=O)O)cc3)c(=O)oc12	9%	-2%	0%	-21%	-3%	5%	-5%	8%[57.1 µM]	-0.9%
c1ccc2c(c1)ncn2CCOCCOCCn1cnc2ccccc21	-2%	9%	-1%	-2%	-9%	-8%	-3%	-3%	-1.9%
COCCNC(=O)CN(C(=O)CCC(=O)Nc1ccccn1)c1ccc(OC)cc1	-25%	5%	1%	11%	-14%	-16%	5%	10%	-0.3%
CCC(Sc1nc2cc(OC)c(OC)cc2c(=O)n1CCc1ccc(OC)c(OC)c1)C(=O)NCCOC (configuration not stated)	-9%	13%	-4%	i	-8%	-1%	1%[57.1 µM]	17%[57.1 µM]	0.7%
CCS(=O)(=O)C1=NN2C(=N)/C(=C\c3ccc(SCc4ccco4)o3)C(=O)N=C2S1	-20%[11.4 µM]	5%	-9%	35µM*	?	?	-4%	?	2.8%
CCn1c(=O)c(=O)[nH]c2cc(C(=O)N3CCN(c4ccccc4F)CC3)ccc21	-7%	6%	0%	-12%	-16%	-1%	5%	6%	-2.2%

Full records, quoted from the list:
Profile of O=C(/C=C/Nc1ccc(Oc2ccccc2)cc1)c1ccco1 = RGS4 inhibitor: -12%; mIDH1 inhibitor: 12%; Vif-A3G inh: -6%; 12-LOX inh: 11%; USP1 inh: ?; Vif-A3F inh: 12%; TrxR1 substrate: -3%[57.1 µM]; rTrxR1 inhibitor: 7%[57.1 µM]; RXFP1 agonist: -2.0%
Profile of CCN(CC)CCn1c(NS(=O)(=O)c2ccc(C)cc2)nc2ccccc21 = RGS4 inhibitor: 2%; mIDH1 inhibitor: 10%; Vif-A3G inh: -5%; 12-LOX inh: 0%; USP1 inh: 4%; Vif-A3F inh: -18%; TrxR1 substrate: -8%; rTrxR1 inhibitor: -36%; RXFP1 agonist: 2.7%

Continuation:
SMILES	RGS4 inhibitor	mIDH1 inhibitor	Vif-A3G inh	12-LOX inh	USP1 inh	Vif-A3F inh	TrxR1 substrate	rTrxR1 inhibitor	RXFP1 agonist
O=C(Nc1n[nH]c(=S)s1)c1ccc2ccccc2c1	-23%	28%	-10%	301%[activator]	-15%	1%	-2%	-34%	-0.4%
COc1ccc(-c2ccc(CCC(=O)O)n2-c2ccccc2O)cc1	2%&6%	2%&-9%	?	?	-2%&-24%	0%&-7%	-3%&-9%	?	0.3%&2.3%
Cn1nnc2c(N3CCN(c4ccc(F)cc4)CC3)ncnc21	-1%	8%	1%	?	5%	0%	4%[57.1 µM]	23%[57.1 µM]	16%
COCc1cc(=O)n2[nH]c(SC)nc2n1	-15%	15%	-4%	0%	-20%	-9%	-3%	4%	0.4%
CCN(CC)C(=O)C1CC(=O)N(c2ccc(F)c(Cl)c2)C1 (configuration not stated)	23%	3%	-4%	98%[activator]	0%	-7%	-8%	-9%	1.9%
COc1cccc(NC(=S)N2c3ccccc3CC2C)c1 (configuration not stated)	-38%	3%	0%	33%	-16%	2%	6%	4%	0.4%
CCCN1C(=O)c2[nH]nc(-c3cc(Cl)c(C)cc3O)c2C1c1ccc(O)c(OC)c1 (configuration not stated)	-33%[56.9 µM]	26µM*	5%	-18%	-18%	2%	2%[57.1 µM]	21%[57.1 µM]	0.0%
COC(=O)[C@]1(Cc2ccccc2)N[C@H](CN(C)C(=O)C2CCCCC2)[C@@H]2C(=O)N(C)C(=O)[C@@H]21	-6%	0%[38.3 µM]	0%	-8%	?	-2%	2%	10%	/
COc1ccc(CNC(=O)COC(=O)c2ccc(S(=O)(=O)N3CCOCC3)cc2)cc1	-18%	-10%	1%	8%	4%	-2%	2%	17%	/
Cc1ccc(S(=O)(=O)NCC(=O)OCC(=O)c2cccs2)cc1	-14%	12%	1%	-25%	-3%	6%	-8%	-6%	-1.5%
CC1(c2ccccc2)NC(=O)N(CC(=O)Nc2cc(S(=O)(=O)N3CCOCC3)ccc2Cl)C1=O (configuration not stated)	7%	-7%	-10%	0%	-23%	-5%	2%	12%	0.7%
O=[N+]([O-])c1ccccc1S(=O)(=O)c1ccccc1[N+](=O)[O-]	27%	0%	3%	-13%	-16%	0%	0%	10%	1.5%

The listing continues.
SMILES | RGS4 inhibitor | mIDH1 inhibitor | Vif-A3G inh | 12-LOX inh | USP1 inh | Vif-A3F inh | TrxR1 substrate | rTrxR1 inhibitor | RXFP1 agonist
COc1ccc(CCNC(=O)c2cc(COc3c(C)cccc3C)on2)c(OC)c1 | -11% | 6% | -4% | -2% | -15% | -5% | -1% | 1% | 2.8%
COc1cnc(-c2ccccn2)nc1Oc1ccc(Cl)cc1 | 26% | 1% | -5% | 2% | -3% | -8% | -1% | 21% | -2.3%
O=C(C[C@H]1C[C@H](C(=O)N2CCOCC2)[C@@]2(CCC3CCCC3)c3[nH]c4ccc(Cl)cc4c3CCN2C1=O)NCCc1ccccn1 | -6% | ? | -1% | -27% | ? | -9% | -1% | 11% | /
CC1(C)N=C(c2ccccc2)C(c2ccccc2)=N1 | 21% | -3% | 0% | 6% | ? | 3% | 8%[57.1 µM] | 18%[57.1 µM] | /
COc1ccc2[nH]c3c(=O)n4c(nc3c2c1)SCC4 | -15% | 5% | -6% | -1% | ? | 4% | 33%[activator][57.1 µM] | -1%[57.1 µM] | 15%
Cc1c(Cl)cccc1NC(=S)NCc1cccs1 | 20% | -2% | 13% | ? | -7% | -1% | -6% | -6% | 2.5%
Nc1cc(=O)[nH]c(SCC(=O)Nc2cccc(S(=O)(=O)N3CCCCC3)c2)n1 | 17% | -8% | 2% | 20% | -16% | 0% | 10%[57.1 µM] | 17%[57.1 µM] | /
Cc1cccc(OCc2nnc(SCc3cc(=O)n4cc(Br)ccc4n3)o2)c1 | -18% | -2% | -1% | -1% | -11% | 1% | 0% | 15% | 14%
COc1ccc(CNC(=O)c2cc(Nc3ccccc3C)nc3ccccc23)cc1 | 3% | -5% | -1% | ? | -3% | 1% | 7% | -2% | 6.6%
C/C(=N\Nc1ccc(F)cc1)c1ccc(N2CCOCC2)c(F)c1 | 3% | -8% | -1% | ? | -8% | 7% | -2% | ? | -0.1%
CC1CCCCN1C(=O)CSc1n[nH]c(-c2ccccc2Cl)n1 (configuration not stated) | -13% | -2% | 3% | 0% | -7% | 1% | -1%[57.1 µM] | 13%[57.1 µM] | 2.3%
CC(=O)Nc1cccc(NC(=O)c2ccc3[nH]c(C)c(C)c3c2)c1 | -28% | 27% | -7% | 3%&-23% | -21% | -3% | 4%[57.1 µM] | -4%[57.1 µM] | 2.0%
O=C(Cn1cccn1)c1ccccc1 | 16% | 0% | 1% | 11% | -18% | 15% | 5%[57.1 µM] | 14%[57.1 µM] | -0.3%
O=C1c2cc(O)c(O)cc2S(=O)(=O)C1c1ccccc1 (configuration not stated) | -13% | -8%[38.3 µM] | -4% | -21% | ? | 1% | -4% | -2% | -0.5%
Cc1sc2ncnc(SCC(=O)c3ccc(O)cc3O)c2c1C | -10%[11.4 µM] | -3% | 0% | -20% | -13% | 3% | -1% | 7% | 0.1%

An excerpt; count on the stated rates, not on these rows.
